Pf growth 48h: Primary qHTS for delayed death inhibitors of the malarial parasite plastid, 48 hour incubation; P. falciparum luciferase growth in erythrocytes, 48 h; Potency, µM (series often up to 28.7 µM), inactives show at the top dose activity change, negative = inhibition, hits mostly inhibitors; hit rate 5.9% among 310,000; AID 504832, 2011; note: potency is the fitted concentration of half-maximal effect; % is set by controls: 0 for no effect and ±100 for the full control effect
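Luminescence readout; reporter = integrated firefly luciferase in P. falciparum. RBC culture at 2% hematocrit, 0.1% parasitemia final, 37 C/5% CO2; decreased signal taken as growth inhibition.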
Shiga inhibitor: A qHTS for Small Molecule Inhibitors of Shiga Toxin | hit rate 9.2% among 290,000 | AID 2315, 2010 | inhibition, % at 38.7 µM | Vero cells, Shiga toxin protein synthesis inhibition reporter; in the data active = inhibition mostly above about 28%, no sharp cut-off; inactive = mostly below about 43%; note: 0% is about no effect
Pf growth 96h: Primary qHTS for delayed death inhibitors of the malarial parasite plastid, 96 hour incubation | hit rate 6.9% among 320,000 | P. falciparum luciferase reporter growth, 96 h | Potency, µM (doses to about 28.7 µM), for inactives: at the highest dose activity change, negative = inhibition, most hits filed as inhibitors; note: potency is the fitted concentration of half-maximal effect; % is set by controls: 0 for no effect and ±100 for the full control effect
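Delayed-death screen, second-generation endpoint: infected erythrocytes, 2% hematocrit, 0.05% parasitemia final; 96 hours at 37 C, 5% CO2; luciferase detection reagent; luminescence decrease equals reduced growth.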
Cycloheximide cs: Cycloheximide Counterscreen for Small Molecule Inhibitors of Shiga Toxin; max response, %; cell reporter, cycloheximide protein synthesis inhibition counterscreen; hit rate 12% among 300,000; AID 2314, 2010; in the data active = max response mostly above about 13%, no sharp cut-off; inactive = mostly below about 14%; note: read at 38.3 µM for the half of the compounds with a filed dose; 0% is about no effect
Tb PYK inh: qHTS of Trypanosoma Brucei Inhibitors | TbPYK enzyme, Kinase-Glo Plus ATP luminescence, 45 min | Potency, µM (doses to about 76.8 µM), for inactives: at the highest dose activity, negative = inhibition, usual class: inhibitors | AID 624173, 2012 | pyruvate kinase (Trypanosoma brucei), Q57TT1 | hit rate 0.12% among 410,000; note: potency is the fitted concentration of half-maximal effect; % is set by controls: 0 for no effect and ±100 for the full control effect; nearly all actives have a fitted effect of over 50% in size
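Enzyme and substrate buffer are dispensed first and compound is pin-transferred. ADP at 130 uM final then starts the reaction, which runs 45 min at room temperature. Detection reagent is added for 10 min before luminescence is imaged.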
AmpC inh no detg: qHTS Inhibitors of AmpC Beta-Lactamase (assay without detergent); P00811; AmpC nitrocefin hydrolysis, absorbance 480 nm, 0.0001% Triton; Potency, µM (top dose mostly 57.1 µM), inactives show at the top dose activity change, negative = inhibition, usual class: inhibitors; hit rate 0.52% among 330,000; AID 485341, 2010;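 note: potency is the fitted concentration of half-maximal effect; plate controls were no compound for no effect and no enzyme for full effect; nearly all actives have a fitted effect of over 20% in size; some results filed as inactive show a strong effect at the top dose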
Target sequence (P00811 whole entry, looked up): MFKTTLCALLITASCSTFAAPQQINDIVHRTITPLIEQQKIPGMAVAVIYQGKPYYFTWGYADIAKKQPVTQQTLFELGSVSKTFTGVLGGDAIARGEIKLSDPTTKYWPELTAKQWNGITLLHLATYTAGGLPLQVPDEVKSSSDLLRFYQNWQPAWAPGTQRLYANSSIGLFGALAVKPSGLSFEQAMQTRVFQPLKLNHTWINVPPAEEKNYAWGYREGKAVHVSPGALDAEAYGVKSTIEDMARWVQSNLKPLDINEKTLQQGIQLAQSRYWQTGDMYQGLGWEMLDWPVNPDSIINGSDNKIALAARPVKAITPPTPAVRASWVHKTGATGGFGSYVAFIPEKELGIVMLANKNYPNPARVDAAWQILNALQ
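AmpC (5.3 nM in the dispensed reagent) in 20 mM phosphate pH 7.0 with 0.01% (detergent screen) or 0.0001% Triton X-100 was preincubated with compounds for 15 min at room temperature. Nitrocefin was then added from an 800 uM solution, and hydrolysis was followed at 480 nm.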
LmPK inhibitor: qHTS Assay for Inhibitors of Leishmania Mexicana Pyruvate Kinase (LmPK); Potency, µM (titrated, usually from 57.5 µM), for inactives: top-dose activity change, negative = inhibition, usual class: inhibitors; hit rate 0.37% among 290,000; purified LmPK, Kinase-Glo ATP luminescence, 1 h; note: potency is the fitted concentration of half-maximal effect; % is set by controls: 0 for no effect and ±100 for the full control effect
Target sequence (Q27686 whole entry, looked up): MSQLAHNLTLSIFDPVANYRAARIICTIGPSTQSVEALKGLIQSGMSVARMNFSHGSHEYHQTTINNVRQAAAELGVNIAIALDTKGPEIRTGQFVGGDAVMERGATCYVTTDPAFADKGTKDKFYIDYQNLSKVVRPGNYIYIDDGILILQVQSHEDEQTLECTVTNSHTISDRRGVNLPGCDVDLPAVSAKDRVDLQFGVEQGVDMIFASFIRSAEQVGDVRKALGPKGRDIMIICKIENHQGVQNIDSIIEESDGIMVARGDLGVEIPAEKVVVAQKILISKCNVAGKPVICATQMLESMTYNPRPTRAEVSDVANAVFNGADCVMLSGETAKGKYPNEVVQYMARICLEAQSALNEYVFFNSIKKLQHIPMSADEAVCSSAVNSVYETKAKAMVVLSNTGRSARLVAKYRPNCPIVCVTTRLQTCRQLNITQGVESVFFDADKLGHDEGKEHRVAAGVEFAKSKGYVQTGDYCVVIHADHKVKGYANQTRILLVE
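Purified LmPK (0.1 nM) converted ADP (0.1 mM) to ATP with PEP (0.5 mM) in imidazole buffer pH 7.2 with KCl and MgCl2, 1 h at room temperature. ATP was read by Kinase-Glo luminescence; data normalized to uninhibited and no-enzyme controls.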
Starred values were filed as active, the others as inactive; ? = inconclusive; . = not tested or not shown; & = joins results of further samples; [ ] = dose if it differs, or a comment. Unless noted, calls come from the whole dose curve; as a rule, active = well fitted curve in the direction sought with a large enough effect; inconclusive = small, poorly fitted or top-dose-only effect, or another doubt; inactive = no such curve, though single readings can be large; an effect the other way counts as inactive or inconclusive.

SMILES	Pf growth 48h	Shiga inhibitor	Pf growth 96h	Cycloheximide cs	Tb PYK inh	AmpC inh no detg	LmPK inhibitor
O=C(Nc1ccc2nc3n(c(=O)c2c1)CCCCC3)c1c(F)ccc([N+](=O)[O-])c1F	?	89.4*	?	92.4*	-4.3%	-0.2%	2.9%
CCOC(=O)C(CC)/C(C)=N\NC(=O)c1cccc(C)c1 (centres undefined)	3.3%	66.3*	37.5%[activator]	27.9*	3.8%	-28.6%	1.9%
CC(C)CCOc1ccc(C(=O)NCCC(=O)N2CCOCC2)cc1	40.6%[activator]	41.2*	?	18.0*	1.7%	23.9%	2.1%
Cc1ccc2cc(CN(CCCN(C)C)C(=S)NCc3ccccc3)c(=O)[nH]c2c1C	-18.9%	1.4	.	-1.0	-1.7%	-0.3%	10.6%
Cc1ccc2ccccc2[n+]1CCCS(=O)(=O)[O-]	30.8%[activator]	-16.8	47.2%[activator]	-2.1	-7.5%	-15.3%	2.5%
Cn1c(CNC(=O)c2ccc(F)cc2)cc2ccccc21	24.3%	-2.5	?	1.2	-4.6%	-24.2%	1.2%
COc1ccccc1NC(=O)c1ccc(NC(=O)CN2C(=O)CN(C)C2=O)cc1	-22.6%	7.2	?	-6.0	-2.9%	-40.8%	-1.0%
CCC(=O)N1CCN(c2ccccc2NC(=O)COc2cc(C)ccc2C(C)C)CC1	3.29µM*	-10.4	.	-3.0	-7.8%	170.2%[activator]	-0.8%
COc1ccc(-c2ccc(-c3noc(C)n3)c(OC)n2)cc1	55.0%[activator]	62.0	?	22.8*	-11.3%	-6.3%	1.1%
CCOC(=O)C1=C(O)/C(=C\c2cc(C)n(-c3ccc(F)cc3)c2C)N=C1C	?	11.0	53.4%[activator]	14.1	-5.2%	-34.9%	-3.4%
CN(C)N=Nc1nc[nH]c1C(N)=O	-13.4%	.	-2.8%	.	2.6%	-3.2%	.
Oc1ccccc1CNc1cccc2cccnc12	-2.4%	61.7*	-0.6%	45.4*	-7.6%	-20.9%	-0.7%
CCOC(=O)C(NC(=O)Nc1cccc(C)n1)(OCC(F)(F)F)C(F)(F)F (centres undefined)	-7.1%	3.5	12.4%	-1.1	-0.5%	-6.7%	-2.2%
O=C(Cc1ccccc1[N+](=O)[O-])NCc1ccc(Cl)cc1Cl	121.7%[activator]	87.5*	-2.1%	43.9*	2.2%	-8.1%	-3.0%
CCOc1ccc(N2CC(C(=O)N3CCCCC3)CC2=O)cc1 (centres undefined)	21.7%	1.5	1.9%	2.1	-7.1%	-6.9%	-3.6%
O=C1CCN(C2CCN(Cc3nc(Cc4ccccc4F)no3)CC2)CCN1	-2.4%	-6.3	-8.0%	-1.3	10.2%	17.5%	9.2%
O=C(NNC(=O)C1CCCCC1)C(=O)NC1CCCCC1	11.9%	-13.1	57.9%[activator]	-2.4	-4.8%	-13.5%	-1.6%
COc1ccccc1OCc1nc(C#N)c(N2CCCC2)o1	7.2%	48.9*	-1.9%	27.0*	0.4%	-14.0%	2.0%
CC1C(C(=O)Nc2ccccc2)CCCC1(C)C(=O)O (centres undefined)	0.0%	14.1	12.2%	-2.3	-8.2%	-13.1%	-6.4%
CN1CCN(C(=O)CN(c2cccc(Cl)c2)S(=O)(=O)c2ccccc2)CC1	?	-10.8	?	8.4	6.7%	57.7%	6.1%
O=C(O)CC/C(=C\c1ccc2c(c1)OCO2)c1nc2ccccc2s1	7.8%	30.6	37.8%[activator]	33.6*	4.5%	-9.7%	-0.3%
CNC(=O)CC1C(=O)N(Cc2ccccc2)C(=S)N1NC(=O)c1cccc(F)c1 (centres undefined)	12.7%	-2.2	-23.1%	12.2	-9.8%	-19.0%	3.5%
CC(C)n1nnnc1SCC(=O)c1c(N)n(C2CC2)c(=O)[nH]c1=O	-25.9%	.	?	.	-3.5%	-10.5%	.
CCC(=O)Nc1ccccc1C(=O)NC1CCCCC1	.	-3.0	165.1%[activator]	-0.5	5.4%	-11.8%	4.9%
COCCSc1nc(N)c(NC(=O)c2ccc(OC)cc2)c(=O)[nH]1	4.7%	-3.0	-15.3%	7.3	0.2%	-10.6%	-2.2%
O=C(N/C(=C/c1ccc(Br)cc1)C(=O)N1CCCC1=O)c1ccco1	-12.5%	-3.1	-39.2%[1.15 µM]	5.3	0.9%	16.4%	1.6%
CC(C)CNC(=O)NC1C(NC(=O)NCC(C)C)N(C)C(=O)N1C (centres undefined)	14.0%	-5.7	.	-2.5	1.2%	-14.7%	3.3%
COc1ccc(COc2cc(-c3cccc(OC)c3)nc3ccc(NC(C)=O)cc23)cc1	17.9%	35.6	27.7%	-4.2&6.5	3.8%	49.3%	4.6%
Cc1ccc(C(=O)N/N=C\c2cccc(OC(=O)c3cccc(F)c3)c2)cn1	14.1%	43.4*	-1.5%	19.9*	-5.4%	38.1%	10.1%
O=C(Oc1cccc(-n2cnnn2)c1)c1ccccc1Cl	35.0%[activator]	-5.4	62.9%[activator]	-1.5	0.1%	-16.7%	-0.7%
C=CCOc1ccccc1C1NC(=O)NC(C)=C1C(=O)NCc1ccccc1 (centres undefined)	.	-20.1	34.5%[activator]	-5.4	-2.1%	-1.9%	-8.5%
S=c1[nH]nc(-c2ccccc2)n1C1C=CCCC1 (centres undefined)	.	19.4	?	-2.6	8.91µM*	-19.4%	2.51µM*
COC(=O)c1cc(=O)n(Cc2cccs2)c(=NCc2cccs2)s1	2.8%	-11.5	.	-3.0	-1.9%	-8.4%	2.9%
CC(C)C(=O)Nc1cccc(C(=O)OCC(=O)c2ccc(Cl)cc2Cl)c1	.	1.4	8.6%	-2.4	9.1%	-9.5%	5.0%
COCCCN(C(=O)c1ccco1)c1nc(-c2cc(OC)ccc2OC)cs1	.	9.1	.	-1.2	3.7%	-8.7%	5.5%
O=C(O)CCC(=O)Nc1nc(-c2ccccc2)cs1	20.8%	-9.9	.	-1.5	-4.6%	-14.4%	-8.6%
O=C(O)CC12CC3CC(C1)CC(n1cncn1)(C3)C2	3.1%	-20.9	?	-1.2	-0.7%	-18.2%	-7.0%
Fc1cc(F)nc(NCc2ccccc2)n1	19.3%	-3.7	45.5%[activator]	-3.7	-7.0%	-12.3%	-0.9%
Cc1cc(NC(=O)CSc2ncccc2C(=O)O)no1	21.8%	2.0	?	-1.8	2.9%	-15.5%	-0.7%
COc1ccc2c(c1OC)C(=O)N1C2SC(C)(C)[C@H]1C(=O)NC1CC1 (some centres undefined)	14.4%	-7.3	-22.8%	-4.5	-4.1%	-15.2%	-0.1%

Some of these compounds in order of length of the SMILES, largest number first.
SMILES	Pf growth 48h	Shiga inhibitor	Pf growth 96h	Cycloheximide cs	Tb PYK inh	AmpC inh no detg	LmPK inhibitor
COc1ccc(COc2cc(-c3cccc(OC)c3)nc3ccc(NC(C)=O)cc23)cc1	17.9%	35.6	27.7%	-4.2&6.5	3.8%	49.3%	4.6%
Cc1ccc(C(=O)N/N=C\c2cccc(OC(=O)c3cccc(F)c3)c2)cn1	14.1%	43.4*	-1.5%	19.9*	-5.4%	38.1%	10.1%
CC(C)n1nnnc1SCC(=O)c1c(N)n(C2CC2)c(=O)[nH]c1=O	-25.9%	.	?	.	-3.5%	-10.5%	.
COCCSc1nc(N)c(NC(=O)c2ccc(OC)cc2)c(=O)[nH]1	4.7%	-3.0	-15.3%	7.3	0.2%	-10.6%	-2.2%
COC(=O)c1cc(=O)n(Cc2cccs2)c(=NCc2cccs2)s1	2.8%	-11.5	.	-3.0	-1.9%	-8.4%	2.9%
O=C(O)CC12CC3CC(C1)CC(n1cncn1)(C3)C2	3.1%	-20.9	?	-1.2	-0.7%	-18.2%	-7.0%
O=C(Oc1cccc(-n2cnnn2)c1)c1ccccc1Cl	35.0%[activator]	-5.4	62.9%[activator]	-1.5	0.1%	-16.7%	-0.7%
Fc1cc(F)nc(NCc2ccccc2)n1	19.3%	-3.7	45.5%[activator]	-3.7	-7.0%	-12.3%	-0.9%

(cont.)
SMILES	Pf growth 48h	Shiga inhibitor	Pf growth 96h	Cycloheximide cs	Tb PYK inh	AmpC inh no detg	LmPK inhibitor
CSc1nc(-c2ccc(Cl)cc2)nn1S(=O)(=O)c1ccc(Cl)cc1	30.9%[activator]	14.3	-10.4%	7.1	5.9%	-16.5%	1.0%
CC1CCCN(S(=O)(=O)c2ccc3c(c2)c(=O)nc2ccccn23)C1 (centres undefined)	?	8.4	31.5%[activator]	-2.7	6.9%&0.3%	-29.2%	-3.1%
O=C(NCCC1=CCCCC1)C(=O)NCC(c1ccco1)N1CCN(c2ccc(F)cc2)CC1 (centres undefined)	-17.9%	-10.1	?	-1.7	0.0%	-7.1%	2.0%
Cc1ccc(C)n1CCN1CCN(C(=O)CSc2nc3ccccc3nc2N2CCOCC2)CC1	11.7µM*	11.6	-1.3%	-1.0	-0.3%	169.6%[activator]	3.1%
COc1ccc(N(CC(O)Cn2c(C)nc3ccccc32)S(=O)(=O)c2ccc(C)cc2)cc1 (centres undefined)	?	-11.9	56.7%[activator]	-5.4	0.1%	-16.9%	5.7%
O=C1CCC(=O)c2oc3ccccc3c2N1	15.3%	-17.9	-1.3%[5.75 µM]	-7.3	-1.3%	-9.7%	-3.2%
O=C(CC1NCCNC1=O)OCCCc1ccccc1 (centres undefined)	.	26.5	2.8%	-2.7	1.9%	2.0%	-8.5%
CCCCC(=O)Nc1ccc(NC(=O)c2ccc([N+](=O)[O-])cc2Cl)cc1OC	23.9%	-1.4	4.5%	-2.2	7.4%	-17.4%	7.2%
c1ccc2[nH]c(-c3cnco3)cc2c1	68.8%	.	38.6%[activator]	15.4	-1.2%	-19.8%	-1.1%
CCNc1nc(NCC)n2c(SCC(=O)Nc3ccc(CC)cc3)nnc2n1	10.4µM*	.	?	.	?	-46.0%	.
COc1ccc(Cn2nnnc2C(c2ccc3ncccc3c2)N2CCN(C3CCCCC3)CC2)cc1 (centres undefined)	?	-7.9	0.9%	2.7	0.3%	-6.9%	10.2%
CN(C)C(=O)CSc1nc(SCC(=O)N(C)C)n(-c2ccccc2)n1	16.1%	-6.4	-29.1%	-2.8	-3.8%	-5.1%	-5.6%
Cc1ccc(C(=O)c2ccc(N3CCN(C)CC3)c([N+](=O)[O-])c2)cc1	1.9%	76.3*	16.0%	18.7*	-2.7%	72.1%[activator]	-3.0%
CC1=C(C(=O)Nc2ccccc2)C(c2ccncc2)C(C#N)=C(SCC(=O)NC2CC2)N1 (centres undefined)	-14.4%	8.4	?	-1.5	5.0%	-19.6%	11.0%
